Tb PFK inh: blocks T. brucei phosphofructokinase; T. brucei PFK, ADP-Glo luminescence; Potency, µM (titrated, usually from 57.5 µM), inactives show at the highest dose activity, negative = inhibition, usual class: inhibitors; 330,000 tested, 0.17% active; AID 485367;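 further: potency means the concentration at half of the fitted maximal effect; 0% = uninhibited 1x PFK enzyme wells and -100% = no-enzyme wells; nearly all actives have a fitted effect of over 60% in size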
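1.25 nM PFK with 0.5 mM F6P and 0.1 mM ATP in 0.1 M TEA pH 8.0, 5 mM MgCl2, incubated 45 min at room temperature; ADP measured by ADP-Glo luminescence; compounds titrated up to 57 uM.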
Coupling enz: inhibits coupling enzyme system, counter-screen for aldolase hits | 290,000 tested, 0.67% active | coupling enzyme system counterscreen, AmpLite Red fluorescence | AID 2472 | activity change, negative = inhibition, % at 58.2 µM, hits read low; in the data active means activity change below about -30%; further: on the % scale 0 is the no-effect control and ±100 the full control effect
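Counterscreen lacking aldolase: glyceraldehyde-3-phosphate coupling-enzyme reagent preincubated 10 min at RT with compound (at 57.5 uM final), then substrate/coupling system with AmpLite Red added; fluorescence read at 525/598 nm after 20 min RT.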
PTAP TSG101 blk: blocks PTAP/TSG101 interaction to inhibit HIV-1 budding. Fluorescence polarization, FITC-PTAP peptide / Tsg101 binding. Potency, µM (top dose mostly 115 µM), for inactives: at the highest dose activity change, negative = inhibition, actives largely listed as inhibitors. 340,000 tested, under 10 active. AID 493005; active means well fitted inhibition curve with a large enough effect in the main read-out, with a control signal flat, not every such curve was filed as active; inconclusive means small, poorly fitted or top-dose-only effect, or effect the other way, or a change in a side signal; inactive means no such curve, though single readings can be large or run the other way; further: potency means the concentration at half of the fitted maximal effect; % of control where 0% means no effect
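Fluorescence anisotropy tracks displacement of a FITC-tagged PTAP peptide (50 nM) from the Tsg101 binding domain (10 uM), following a 20 min room-temperature incubation at pH 7.5.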
B2AR arrestin: recruits beta-arrestin to the human beta2-adrenergic receptor; 330,000 tested, 0.02% active; P07550; beta-arrestin recruitment to beta2AR, cell-based reporter; Potency, µM (top dose mostly 46.1 µM), inactives show at the top dose activation, most hits filed as activators;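 further: potency means the concentration at half of the fitted maximal effect; 0% = DMSO controls and full agonism = EC100 isoproterenol or metaproterenol; nearly all actives have a fitted effect of over 65% in size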
Target sequence (P07550 whole entry, looked up): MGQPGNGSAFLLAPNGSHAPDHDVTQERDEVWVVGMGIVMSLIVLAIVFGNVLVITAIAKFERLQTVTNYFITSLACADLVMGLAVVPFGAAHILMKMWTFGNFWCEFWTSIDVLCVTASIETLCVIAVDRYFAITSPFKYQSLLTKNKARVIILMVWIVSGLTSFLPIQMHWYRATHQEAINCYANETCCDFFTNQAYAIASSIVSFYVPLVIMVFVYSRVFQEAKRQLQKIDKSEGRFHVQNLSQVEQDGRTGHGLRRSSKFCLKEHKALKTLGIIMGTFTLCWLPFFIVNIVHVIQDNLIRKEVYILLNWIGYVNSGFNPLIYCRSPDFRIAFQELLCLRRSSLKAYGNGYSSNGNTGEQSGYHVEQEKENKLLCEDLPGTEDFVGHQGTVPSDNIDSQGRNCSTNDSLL
BCR signal inh: chronic active BCR signaling inhibition. ABC-DLBCL IkBa-CBG/CBR reporter, luminescence ratio, 4 h. Potency, µM (doses to about 46.1 µM), inactives show at the top dose ratio change, negative = lower green/red ratio, most hits filed as inhibitors. 340,000 tested, 0.05% active. AID 493014; active means well fitted inhibition curve with a large enough effect in the signal ratio, with a control signal flat, not every such curve was filed as active; inconclusive means small, poorly fitted or top-dose-only effect, or effect the other way, or a change in a side signal; the % refers to the signal ratio;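 further: potency means the concentration at half of the fitted maximal effect; plate controls were basal doxycycline-induced cells for no effect and cells given 10 µM MG132 for full effect; MG132 reads +100%, hits lower the ratio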
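Cell line TMD8 (human ABC DLBCL), stably expressing tet-inducible CBG68-IkBa fusion and CBR; IMDM/0.5% FBS; cpd up to 46 uM; dox induction, 4 h, 37C/5% CO2; dual luminescence; green/red ratio; MG132 control.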
GALK inh: blocks human galactokinase activity. 270,000 tested, 0.007% active. Purified GALK, Kinase-Glo residual ATP luminescence. Potency, µM (doses to about 57.5 µM), inactives show at the highest dose activity change, negative = inhibition, most hits filed as inhibitors; further: potency means the concentration at half of the fitted maximal effect; on the % scale 0 is the no-effect control and ±100 the full control effect
Target sequence (P51570 whole entry, looked up): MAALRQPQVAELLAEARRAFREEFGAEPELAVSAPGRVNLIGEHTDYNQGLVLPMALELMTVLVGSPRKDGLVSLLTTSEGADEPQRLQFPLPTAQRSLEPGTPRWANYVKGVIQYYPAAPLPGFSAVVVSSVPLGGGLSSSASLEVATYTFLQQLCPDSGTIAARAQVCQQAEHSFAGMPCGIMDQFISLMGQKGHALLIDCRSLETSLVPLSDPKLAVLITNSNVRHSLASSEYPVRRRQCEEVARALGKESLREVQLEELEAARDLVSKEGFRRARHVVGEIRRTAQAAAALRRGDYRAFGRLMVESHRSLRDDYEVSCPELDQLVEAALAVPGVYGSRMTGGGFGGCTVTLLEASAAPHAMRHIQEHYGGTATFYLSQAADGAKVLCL
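Compounds were pin-transferred into ATP buffer (35 uM final), then GALK plus galactose (5 nM, 100 uM final) was added. After 1 h at room temperature, Kinase-Glo Plus was added and luminescence read after 10 min.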
S-ASM inh: inhibitors of human secretory acid sphingomyelinase; P17405; placental ASM, HMU-PC fluorogenic substrate, 60 min; Potency, µM (titrated, usually from 57.5 µM), inactives show at the top dose activity change, negative = inhibition, usual class: inhibitors; 340,000 tested, 0.006% active; further: potency means the concentration at half of the fitted maximal effect
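Human placenta-derived ASM preincubated with compound 10 min at room temperature, then reacted with 9 uM (final) fluorogenic HMU-PC substrate for 60 min at 37 C. Stop solution raises pH to 10; fluorescence read at Ex 386/Em 447 nm.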
PKM2 activator: increases activity of human pyruvate kinase M2; P14618; purified PKM2, Kinase-Glo ATP luminescence, activation; response scale: 0% is enzyme alone, no compound; Potency, µM (series often up to 57.5 µM), for inactives: at the highest dose activation, actives largely listed as activators; 260,000 tested, 0.34% active; further: potency means the concentration at half of the fitted maximal effect; on the % scale 0 is the no-effect control and ±100 the full control effect; nearly all actives have a fitted effect of over 55% in size
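Purified hPK-M2 (>95% pure) converted ADP (0.1 mM final) to ATP with 0.5 mM PEP in 50 mM imidazole pH7.2, KCl, MgCl2, Tween 20, BSA; 1 h at room temperature. ATP detected by Kinase-Glo luminescence.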
Integrin act MD: activators of alpha7 integrin expression for muscular dystrophy; alpha7betagal myoblasts, beta-gal FDG fluorescence, 48 h; Potency, µM (highest dose often 38.3 µM), for inactives: at the top dose activation, usual class: activators; 350,000 tested, 0.064% active; AID 624291;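 further: potency means the concentration at half of the fitted maximal effect; 100% = response of the positive control SU9516; nearly all actives have a fitted effect of over 60% in size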
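Alpha7betagal+/- myoblasts (passage 13) were plated 16-24 hr, then exposed to compounds (1:260 dilution of DMSO stock) for 48 hours at 37C. After MPER lysis, β-galactosidase reporter activity was read as FDG fluorescence (ex 480/em 540) after 30 minutes.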
Menin-MLL TR inh: menin-MLL binding inhibition, Texas Red mutant peptide; O00255; Menin + Texas Red MLL mutant peptide, fluorescence polarization; Potency, µM (series often up to 61.6 µM), without a hit: at the highest dose FP activity change, negative = inhibition, hits mostly inhibitors; 270,000 tested, 0.23% active; AID 1768; active means well fitted inhibition curve with a large enough effect in the polarisation, with a control signal flat, not every such curve was filed as active; inconclusive means small, poorly fitted or top-dose-only effect, or effect the other way, or a change in a side signal; inactive means no such curve, though single readings can be large or run the other way; the % refers to the polarisation; further: potency means the concentration at half of the fitted maximal effect; % of control where 0% means no effect; many of its hits are not listed in these tables
Giardia kill: Giardia lamblia killing; 340,000 tested, 0.15% active; Giardia lamblia trophozoite viability; activity change, % at 7.66 µM, hits read low; in the data active means activity change below about -80%; inconclusive means between about -30% and that limit;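 further: parasites exposed to compound for two days anaerobically before the ATP read; on the % scale 0 is the no-effect control and ±100 the full control effect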
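Trophozoites 100 cells/well + cpd; 48 hrs, 37 deg C, anaerobic. ATPLite 1-Step added, 15-30 min RT, luminescence read (ATP-based viability).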
* = called active by the depositor; ? = inconclusive; nt = not tested or not shown; & = joins results of further samples; [ ] = another dose, or the depositor's remark. Unless noted, the call rests on the fitted dose curve; in most records, active means well fitted curve in the direction sought with a large enough effect; inconclusive means small, poorly fitted or top-dose-only effect, or another doubt; inactive means no such curve, though single readings can be large; an effect the other way counts as inactive or inconclusive. Only part of the results is shown, so the mix of outcomes need not match the whole.

Every second line gives: Menin-MLL TR inh, B2AR arrestin, PTAP TSG101 blk, Integrin act MD, Tb PFK inh, Coupling enz, GALK inh, BCR signal inh, S-ASM inh, PKM2 activator, Giardia kill
- OC(CNCc1ccccc1)(c1ccc(F)cc1)c1ccc(F)cc1
  -7%, -0.1%, -4%, -16%, -6%, 2, 1%, ?, -1%, 2%, 5
- C#CCOCCOCCOCCNc1nc(N2CCN(C(=O)CCCCCCCCCCNC(=O)Cn3cc(C[C@@H](C)O)nn3)CC2)nc(N2CCN(C(=O)CCCCCCCCCCNC(=O)Cn3cc(C[C@@H](C)O)nn3)CC2)n1
  nt, 0.2%, -4%, -25%, -25%, nt, nt, 1%, -10%, nt, 7
- O=C(CSCc1ccccc1)N1CCN(S(=O)(=O)c2ccc(F)cc2)CC1
  nt, -0.1%, 1%, 34%, -4%, nt, ?, 3%, 2%, ?, -10
- O=C1OC[C@H]2CCCN2C(=O)[C@@H](CC(=O)N(CCO)Cc2ccccc2)C/C=C\C[C@H]1Cc1ccc(F)cc1
  nt, 0.2%, -7%, -18%, 1%, nt, nt, 0%, 0%, nt, 1
- O=S(=O)(c1ccccc1)N1CCC(O)(CSc2ccc(Cl)cc2)CC1
  ?, -0.4%, -2%, 15%, -2%, 0, 0%, 5%, -13%, -5%, 6
- CCC(=O)Nc1ccc(NC(=O)c2ccc3ccccc3c2)cc1
  ?, -1.0%, 0%, 2%, 4%, 4, -8%, -5%, 42%, -2%, -2
- CCOc1ccccc1NC(=O)CSc1nc(N)c(C#N)cc1C#N
  -7%, -0.1%, 4%, 3%, 4%, 1, -3%, -3%, 2%, 4%, -5
- Cc1cc(C)c(C)c(S(=O)(=O)Nc2cccc(S(=O)(=O)Nc3ccccc3C(=O)O)c2)c1C
  nt, -0.8%, -1%, 14%, 1%, nt, nt, 8%, -3%, nt, -7
- CCOc1ccc(CCNS(=O)(=O)c2c(C)n[nH]c2C)cc1OCC
  10%, -0.4%, -2%, 17%, -2%, 0, 2%, 0%, 6%, -4%, 29
- Cc1ccccc1-c1nc(CN2CCC(C(=O)NCCCN3CCCC3)CC2)c(C)o1
  -18%, -0.7%, -6%, -68%[inhibitor], -5%, 0, 3%, -17%, 7%, -13%, -19
- Cc1ccc(NC(=O)/C(C#N)=C/c2ccccc2C(F)(F)F)cc1
  10%, -0.8%, -9%, -2%, 0%, 1, 0%, 5%, -1%, -7%, -3
- O=C(/C=C/c1c(Cl)nc2ccccn12)N1CCN(c2ccc(F)cc2)CC1
  7%, 0.0%, -1%, 12%, -2%, 2, 14%, 3%, -2%, 0%, -2
- Cn1c(=O)c2cc(S(=O)(=O)NCCC(=O)NCc3ccccc3Cl)ccc2n(C)c1=O
  -1%, 0.1%, -5%, -2%, -2%, 9, 3%, -12%, 0%, 1%, -12
- CCN(CC)CCNC(=O)COc1ccc(Cl)cc1Cl
  12%, -0.3%, -1%, -18%, -8%, 0, -3%, 0%, 1%, 4%, 1
- C=CCn1c(C(CCCC)CC(C)O)n[nH]c1=S (centres undefined)
  -7%, -0.7%, -1%, 0%, 0%, 6, 0%, 7%, 3%, -2%, 6
- Cn1/c(=N\NC(=O)c2ccccc2Cl)sc2ccccc21
  -2%, -0.4%, -5%, 13%, -1%, 1, 12%, ?, -5%, 0%, -21
- Fc1ccc(-n2c(Cc3ccccc3)nnc2SCc2nc(-c3cccs3)no2)cc1
  -21%, -0.1%, -4%, -11%, 0%, 3, 0%, ?, -12%, 25%, -18
- COCCNC(=S)N1CCN(S(C)(=O)=O)CC1
  -5%, -0.1%, -1%, 6%, 1%, 5, 0%, -1%, 0%, 0%, 3
- COc1ccc(NC(=O)C2CCN(C(=O)Cc3ccccc3)CC2)cc1OC
  5%, 0.4%, 0%, 23%, 2%, -1, 2%, 9%, -1%, nt, 21
- Cc1ccc(-n2nnnc2SCC(=O)NC2CCCc3ccccc32)c(C)c1 (centres undefined)
  -8%, 3.5%, 0%, -17%, -3%, 5, 0%, -1%, 0%, 7%, -2
- COc1ccc(N/C(N)=N/c2nc(C)c(Cc3ccccc3)c(=O)[nH]2)cc1
  14%, 0.1%, -6%, ?, 0%, 2, 5%, 0%, -2%, 2%, 5
- C/C(=N\NC(=O)CN1CCN(Cc2ccccc2)CC1)c1ccncc1
  nt, 0.3%, 0%, -13%, 0%, 2, -1%, ?, 1%, 0%, 9
- O=C(NNc1ccc(Cl)cc1)C1CCC1
  nt, 3.6%, 0%, ?, 1%, 2, nt, 2%, -2%, -8%, -9
- CCOC(=O)c1[nH]c2ccccc2c1NC(=O)c1ccc(S(=O)(=O)N(C)C)cc1
  ?, -4.4%, 1%, -27%, 0%, 0, nt, -1%, -3%, 0%, -20
- Brc1ccccc1OCCNCc1ccccc1
  ?, 0.0%, 0%, -17%, -4%, 1, -1%, -3%, 0%, -3%, 4
- COc1ccccc1NC(=O)NCCN1C(=O)C2C3C=CC(C3)C2C1=O (centres undefined)
  6%, 0.1%, -5%, -33%, 0%, 4, 1%, 11%, 3%, 1%, 16
- Cc1ccc(C)c(OCc2cc(C(=O)NC3CCN(Cc4ccccc4)CC3)no2)c1
  ?, -0.1%, -4%, -64%[inhibitor], 0%, -3, -3%, -1%, 1%, nt, 9
- COc1ccccc1CCNC(=O)c1ccc(Br)s1
  nt, -0.2%, 3%, 13%, 1%, nt, -4%, ?, 0%, -8%, -25
- O=C(NCCc1ccccc1)c1cnc2ccccc2n1
  -19%, -0.6%, -1%, -4%, -3%, -1, 3%, ?, -2%, nt, -16
- Cc1c(NC(=O)c2cc3nc(-c4ccccc4)cc(C)n3n2)c(=O)n(-c2ccccc2)n1C
  ?, -0.3%, 0%, 19%, -4%, 1, -2%, 11%, 6%, 4%, 9
- CCOC(=O)c1c(CN2CCN(C)CC2)oc2ccc(O)cc12
  0%, -0.9%, -6%, -6%, -22%, -3, 4%, ?, 1%, -11%, 12
- O=C(CSc1nnc(Cc2csc(Nc3cccc(Cl)c3)n2)o1)N1CCc2ccccc21
  ?, 0.0%, -5%, -49%[inhibitor], 2%, -5, 10%, 0%, -9%, 4%, 4&10
- COc1cccc(CNc2ccc3[nH]c(=O)[nH]c3c2)c1OCc1ccc(F)cc1
  -2%, -1.1%, -6%, 7%, -5%, -5, -5%, -10%, -6%, -4%, 5
- O=C(NCc1ccco1)c1ccc2c(c1)OCCO2
  4%, -0.7%, -3%, 21%, 1%, 1, 7%, -2%, 0%, -7%, -3
- COc1ccc(-c2ccnc3cc(C(=O)O)nn23)cc1
  -21%, 0.0%, 1%, 21%, -26%, -1, 7%, 0%, 144%[activator], -5%, 11
- Oc1c(Br)cc(Br)cc1CNc1cnc2ccccc2c1
  ?, -0.5%, -7%, 17%, -18%, -3, 6%, ?, -6%, 4%[11.5 µM], 4

Exported field by field: part of the list above.
O=C(CSc1nnc(Cc2csc(Nc3cccc(Cl)c3)n2)o1)N1CCc2ccccc21
  Menin-MLL TR inh: ? | B2AR arrestin: 0.0% | PTAP TSG101 blk: -5% | Integrin act MD: -49%[inhibitor] | Tb PFK inh: 2% | Coupling enz: -5 | GALK inh: 10% | BCR signal inh: 0% | S-ASM inh: -9% | PKM2 activator: 4% | Giardia kill: 4&10
COc1cccc(CNc2ccc3[nH]c(=O)[nH]c3c2)c1OCc1ccc(F)cc1
  Menin-MLL TR inh: -2% | B2AR arrestin: -1.1% | PTAP TSG101 blk: -6% | Integrin act MD: 7% | Tb PFK inh: -5% | Coupling enz: -5 | GALK inh: -5% | BCR signal inh: -10% | S-ASM inh: -6% | PKM2 activator: -4% | Giardia kill: 5
O=C(NCc1ccco1)c1ccc2c(c1)OCCO2
  Menin-MLL TR inh: 4% | B2AR arrestin: -0.7% | PTAP TSG101 blk: -3% | Integrin act MD: 21% | Tb PFK inh: 1% | Coupling enz: 1 | GALK inh: 7% | BCR signal inh: -2% | S-ASM inh: 0% | PKM2 activator: -7% | Giardia kill: -3
COc1ccc(-c2ccnc3cc(C(=O)O)nn23)cc1
  Menin-MLL TR inh: -21% | B2AR arrestin: 0.0% | PTAP TSG101 blk: 1% | Integrin act MD: 21% | Tb PFK inh: -26% | Coupling enz: -1 | GALK inh: 7% | BCR signal inh: 0% | S-ASM inh: 144%[activator] | PKM2 activator: -5% | Giardia kill: 11

Screens from PubChem.
